RPL19A TOR yeast: modulators of TOR pathway RPL19A-GFP in S. cerevisiae; S. cerevisiae RPL19A-GFP strain, flow cytometry, 3 h; active compounds read low; percent response vs DMSO, % at 10 µM; 330,000 tested, 0.3% active; AID 2025;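 active means percent response vs DMSO below 50%; inconclusive means fewer than 70 events counted for the yeast strain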;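 further: median channel GFP fluorescence of the barcoded RPL19A-GFP strain; ratio of sample median GFP to plate DMSO average so 100% = DMSO; lower means less RPL19A-GFP as with rapamycin TOR inhibition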
AGP1 TOR yeast: alters AGP1-GFP fluorescence in TOR pathway yeast screen. S. cerevisiae AGP1-GFP multiplex flow cytometry, 3 h; GFP as percent of DMSO wells. GFP response vs DMSO, % at 10 µM. 320,000 tested, 0.02% active;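 active means GFP response relative to DMSO above a set limit, near screen average plus 3 SD, cut at about 150% in these data; inconclusive means fewer than 70 cells counted for the yeast strain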;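 further: median GFP channel fluorescence of the gated AGP1 strain per well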
VLA-4 inh: inhibition in a human VLA-4 binding assay. 330,000 tested, 0.2% active. P13612. VLA-4 expressing cells, ligand binding flow cytometry. inhibition, % (about 7 µM as worked out from the volumes in the protocol); in the data active means inhibition above about 50%
GRK2 inh: inhibitors of human GRK2 displacing RNA aptamer; bead flow cytometry, FAM-aptamer displacement from GRK2; inhibition of aptamer binding, % at 10 µM; 330,000 tested, 0.59% active;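 active means inhibition of aptamer binding above 40%, roughly 3 SD of noise, on plates passing a quality check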;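 further: median bead fluorescence of bound FAM aptamer so fluorescent compounds give negative values; no value below 0 was filed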
Target sequence (P25098 whole entry, looked up): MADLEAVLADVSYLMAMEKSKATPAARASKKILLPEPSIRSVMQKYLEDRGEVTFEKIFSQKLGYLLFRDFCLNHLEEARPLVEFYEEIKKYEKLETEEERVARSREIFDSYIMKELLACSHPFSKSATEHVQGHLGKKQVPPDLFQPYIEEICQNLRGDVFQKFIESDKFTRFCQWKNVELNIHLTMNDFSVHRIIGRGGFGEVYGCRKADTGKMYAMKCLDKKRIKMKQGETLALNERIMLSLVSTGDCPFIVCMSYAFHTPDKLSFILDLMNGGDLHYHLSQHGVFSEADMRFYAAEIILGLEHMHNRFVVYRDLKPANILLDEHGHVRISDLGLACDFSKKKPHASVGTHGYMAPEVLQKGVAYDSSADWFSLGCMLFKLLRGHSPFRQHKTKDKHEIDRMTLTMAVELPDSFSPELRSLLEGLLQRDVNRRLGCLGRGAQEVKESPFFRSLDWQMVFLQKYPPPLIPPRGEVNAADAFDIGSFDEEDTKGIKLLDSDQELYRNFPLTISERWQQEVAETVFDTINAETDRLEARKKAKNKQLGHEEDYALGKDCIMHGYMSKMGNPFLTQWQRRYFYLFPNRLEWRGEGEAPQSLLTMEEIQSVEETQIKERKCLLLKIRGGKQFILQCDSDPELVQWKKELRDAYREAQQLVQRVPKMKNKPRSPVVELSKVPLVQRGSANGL
GASC-1 inh: blocks human GASC-1 demethylase activity. GST-JMJD2C(1-420) H3K9me3 demethylation, DELFIA europium. Q9H3R0. inhibition, % at 2.35 µM. 330,000 tested, 0.069% active;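 active means more than half of a compound's replicate wells show inhibition beyond 50%, single wells judged on their own value; inconclusive means some, but no more than half, of replicates pass 50% inhibition; inactive means no replicate passes 50% inhibition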;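 further: signal counts dimethyl H3K9 product captured on neutravidin plate; 0% = median of DMSO wells and 100% = 0.3 times that DMSO median; strong numbers were not always called active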
Target sequence (Q9H3R0 1-420 limits assumed): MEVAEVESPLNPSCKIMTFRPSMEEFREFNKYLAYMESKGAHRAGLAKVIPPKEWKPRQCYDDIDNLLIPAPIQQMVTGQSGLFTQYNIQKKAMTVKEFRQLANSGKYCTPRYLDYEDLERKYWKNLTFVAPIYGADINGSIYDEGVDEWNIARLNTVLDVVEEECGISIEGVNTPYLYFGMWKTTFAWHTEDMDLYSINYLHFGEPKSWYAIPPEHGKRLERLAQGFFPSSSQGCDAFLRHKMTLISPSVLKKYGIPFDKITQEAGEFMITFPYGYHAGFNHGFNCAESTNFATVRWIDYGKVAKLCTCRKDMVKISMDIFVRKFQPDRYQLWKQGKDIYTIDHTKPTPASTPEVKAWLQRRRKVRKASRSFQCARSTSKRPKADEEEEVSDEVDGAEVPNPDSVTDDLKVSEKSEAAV
MEP2-GFP yeast: modulators of TOR pathway MEP2-GFP in S. cerevisiae; S. cerevisiae MEP2-GFP strain, flow cytometry GFP, 3 h; 100% = DMSO control level; GFP response vs DMSO, % at 10 µM; 330,000 tested, 0.51% active;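 active means GFP response versus DMSO above a set limit, roughly screen mean plus 3 SD, cut at about 180% in these data; inconclusive means fewer than 70 cells counted for a yeast strain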;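 further: median GFP fluorescence of the barcode-gated MEP2-GFP cells per well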
LAP4 TOR yeast: modulators of TOR pathway LAP4-GFP in S. cerevisiae; S. cerevisiae LAP4-GFP multiplex, flow cytometry GFP, 3 h; median GFP as percent of DMSO wells; GFP response vs DMSO, % at 10 µM; AID 2023; 320,000 tested, 0.34% active;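 active means GFP response vs DMSO above a set limit, about the screen mean plus 3 SD, cut at about 150% in these data; inconclusive means under 70 cell events counted for the yeast strain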
CIT2 TOR yeast: modulators of TOR pathway CIT2-GFP in S. cerevisiae. S. cerevisiae CIT2-GFP strain, flow cytometry, 3 h; 100 means same as DMSO wells. AID 2029. GFP response vs DMSO, % at 10 µM. 320,000 tested, 0.065% active;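 active means GFP response relative to DMSO above a set limit, near the screen mean plus 3 SD, cut at about 150% in these data; inconclusive means Fewer than 70 cells measured for a yeast strain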;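 further: ratio of well median GFP fluorescence to mean of DMSO wells on the plate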
Starred values were filed as active, the others as inactive; ? = inconclusive; · = no result given; [ ] = another dose, or the depositor's remark.

SMILES	RPL19A TOR yeast	AGP1 TOR yeast	VLA-4 inh	GRK2 inh	GASC-1 inh	MEP2-GFP yeast	LAP4 TOR yeast	CIT2 TOR yeast
CCOC(=O)[C@@H]1[C@H]2COc3cc(OC)ccc3[C@H]2N2C(=O)N(c3cccc(F)c3)C(=O)[C@]12C	92.5	102.7	10.7	2.0	-1.9	97.2	96.0	87.6
Cc1cc(/C=N/NC(=O)c2cccc([N+](=O)[O-])c2)c(C)n1-c1ccccc1	96.1	93.0	7.5	3.0	-8.7	102.0	88.3	93.1
CC1=CC(C)(C)Nc2ccc(OC(=O)c3cccnc3)cc21	95.5	101.7	9.3	1.0	0.5	93.8	87.3	81.7
COc1ccccc1Nc1nnc(SCc2cc(=O)n3cc(C)ccc3n2)s1	104.6	105.0	7.8	1.0	14.2	111.0	107.2	109.2
Cc1ccc(S(=O)(=O)NCCc2ccncc2)cc1	62.2[may fluoresce violet]	17.4[may fluoresce violet]	7.7	2.0	7.4	222.6*[may fluoresce violet]	99.8[may fluoresce violet]	?
CCc1nc2ccc(C(=O)N3CCN(c4ccccc4F)CC3)cc2nc1CC	72.5	58.6	-4.3	4.0	-1.0	105.2	86.4	93.0
CC(C)(C)N(Cc1ccccc1)C(=O)COC(=O)CNS(=O)(=O)c1ccc2ccccc2c1	98.8	105.7	16.2	3.0	·	96.5	95.7	101.5
COc1ccc(/C=C/C(=O)Nc2cccc(F)c2)cc1S(=O)(=O)N1CCOCC1	99.8	106.8	16.1	0.0	-2.8	102.4	101.6	104.0
Cc1ccc(C)c(OCCCNC2CCCC2)c1C	91.5	94.1	-2.8	0.0	8.6	93.0	85.2	91.7
CN(Cc1nccn1C)C(=O)C1CCC(=O)N(CCc2ccc(Cl)cc2)C1 (stereo not drawn)	107.3	100.9	10.3	0.0	16.4	109.3	100.4	107.6
Cn1cc(Br)c(C(=O)NNC(=O)Nc2ccccc2C(F)(F)F)n1	99.9	103.8	-1.2	0.0	0.6	103.1	95.7	108.8
CC1CCCCN1CCCNC(=O)CN1C(=O)c2cccnc2Oc2ccc(Cl)cc21 (stereo not drawn)	98.5	103.5	-16.5	0.0	-5.8	98.7	110.0	99.5
COc1cccc(-c2ccc(SCC(=O)NCCc3ccccc3)nn2)c1	103.2	108.0	7.0	0.0	15.0	110.6	104.9	110.2
Cc1cccc2c1cnn2C(=O)CCC(=O)N1CC(C)CC(C)C1 (stereo not drawn)	103.1	97.4	-17.7	0.0	6.2	94.2	99.2	102.1
CCOc1ccccc1NC(=O)C12CC3CC(C1)CC(c1ccc(C)cc1)(C3)C2	100.5	96.5	4.2	8.0	-3.1	97.6	81.1	109.0
Cc1nn(Cc2ccc(Cl)cc2)c(Cl)c1/C=N/NC(=O)c1cccnc1	103.1	102.5	-12.1	3.0	9.1	105.3	95.2	101.8
CCOC(=O)Cc1csc(NC(=O)C(C)c2ccc([N+](=O)[O-])cc2)n1 (stereo not drawn)	108.2	106.8	-4.8	1.0	1.2	103.3	92.1	105.3
CCOc1ccc(NC(=O)COc2ccc(C(=O)N3CCC(C(N)=O)CC3)cc2OC)cc1	102.4	113.3	4.0	2.0	-2.2	98.3	126.7	96.7
CCOC(=O)C(C(=O)OCC)=C1OC(=O)c2ccccc21	106.2	103.4	-14.9	10.0	1.7	102.6	86.7	112.3
COC(=O)/C(=C/N(C)C)C(=O)N1CCN(c2ccc(Cl)c(Cl)c2)CC1	93.7	96.8	9.8	0.0	-2.8	96.7	98.4	92.3
CCOC(=O)C1(CC2CCCCO2)CCN(Cc2nc3ccccc3nc2C)CC1 (stereo not drawn)	96.7	98.9	13.1	3.0	14.6	100.0	100.5	95.8
COc1ccc(NC(=O)c2ccc(-n3cccn3)c([N+](=O)[O-])c2)cc1	92.9	99.7	-6.0	2.0	15.8	98.3	102.2	104.0
Cc1ccc(S(=O)(=O)N2CCN(S(=O)(=O)N3CCC(C)CC3)CC2)c(C)c1	106.7	105.2	5.3	3.0	-3.8	109.1	95.1	104.0
O=S(=O)(c1cccs1)N1CCN(S(=O)(=O)c2cccs2)CC1	94.1	99.1	-1.1	1.0	-4.3	94.8	96.4	104.8
CCN1C(=O)CCCc2ccccc21	105.9	101.7	-0.2	4.0	10.0	98.0	100.5	101.7
CCCSc1cc(=O)n(-c2ccccc2)nc1C(=O)OCC	97.8	·	15.2	0.0	-1.2	100.9	99.5	103.3
COc1ccc(CNC(=O)CCSCc2ccccc2C)cc1	107.3	103.3	9.9	20.0	-26.2	103.8	106.0	97.7
COc1ccc(NC2CCCN(C(=O)c3ccc(C)c(N4CCNC4=O)c3)C2)cc1 (stereo not drawn)	99.7	99.3	-0.1	0.0	-13.3	96.7	106.1	101.9
CC1(C(=O)N(CC(=O)NC2CCCC2)C2CCCC2)CC(=O)N=C2C=CC=CN21 (stereo not drawn)	99.0	100.1	-0.9	0.0	0.6	98.0	99.0	96.0
CCc1ccccc1NC(=O)C1CCN(S(=O)(=O)c2ccc3c(c2)N(C(C)=O)CCO3)CC1	102.1	107.5	-6.0	1.0	-19.1	113.1	101.5	104.9
Cc1ccc(N(C(=O)c2ccc3c(c2)OCO3)C2C=CS(=O)(=O)C2)cc1 (stereo not drawn)	95.0	99.1	-22.7	0.0	-3.4	101.2	97.8	93.5
COc1ccc([N+](=O)[O-])cc1NC(=S)NC(C)=O	100.4	103.7	0.6	1.0	9.9	102.2	99.5	102.8
O=C1CN(C(=O)COC(=O)/C=C/c2ccc(F)cc2)c2ccccc2N1	104.1	107.5	1.5	3.0	4.8	104.0	102.7	114.2
Cc1nc2ccccc2c2oc(C(=O)N3CC(C)CC(C)C3)cc12 (stereo not drawn)	102.7	105.5	-4.2	1.0	2.1	105.4	104.7	110.2
N#CCC(=O)Nc1ccc(C(=O)OC(C(=O)Nc2cc(C(F)(F)F)ccc2Cl)c2ccccc2)cc1 (stereo not drawn)	90.0	87.4	3.2	1.0	0.1	91.7	87.1	78.8
CCCCCCCCN1C(=O)N(C)C(N(O)C(=O)NC)C1(C)C (stereo not drawn)	104.9	106.2	19.1	1.0	-0.9	109.5	110.0	107.5
Nc1nnc(N2CCCCC2)s1	103.7	112.7	5.6	0.0	-0.3	109.0	106.1	112.3
O=C(CN1CCC(NC(=O)C2CC2)CC1)Nc1ccccc1[N+](=O)[O-]	108.3	108.2	-1.6	0.0	-9.0	110.8	94.7	113.2
COc1ccc(OC)c(N(CC(=O)O)S(=O)(=O)c2ccc(OC)c(OC)c2)c1	94.4	98.7	-11.8	7.0	-6.8	95.3	93.3	96.0
CC(=O)Nc1c(O)nc(SCC(=O)Nc2nnc(CC(C)C)s2)[nH]c1=O	99.5	104.4	3.4	0.0	19.5	102.0	98.5	94.6
O=C1CC(C(=O)N2CCN(c3ccccn3)CC2)CN1Cc1ccccc1Cl (stereo not drawn)	90.4	98.8	-1.1	0.0	-20.2	92.6	101.5	89.5
COc1ccccc1NS(=O)(=O)c1cc(N/C(=N\S(=O)(=O)c2ccccc2)c2ccc(F)cc2)ccc1Cl	99.6	96.8	8.2	0.0	-15.5	107.1	92.8	99.7
Cc1ccc(S(=O)(=O)C(CCC(=O)c2ccc(Cl)cc2)C(N)=O)cc1 (stereo not drawn)	103.6	106.5	-10.1	6.0	10.3	108.8	87.8	105.3
O=C(c1cccc(N2C(=O)c3ccccc3C2=O)c1)N1CCCC(C(F)(F)F)C1 (stereo not drawn)	102.7	112.9	2.1	1.0	-9.0	99.1	97.2	105.0
Cc1ccc(/C=N/NC(=O)c2ccc3nc[nH]c3c2)o1	97.2	108.8	18.0	0.0	5.6	103.2	109.3	99.1
CC(C)N(C(=O)NC(=O)NCC1CCCO1)S(C)(=O)=O (stereo not drawn)	102.8	102.5	-46.4	2.0	5.1	104.4	105.8	103.5
NNC(=O)/C(=C/c1cccs1)NC(=O)c1ccccc1Cl	102.5	94.3	-1.6	3.0	44.7	90.2	93.3	92.1
Cc1ccc(-c2n[nH]c(=O)c3ccccc23)cc1S(=O)(=O)Nc1ccc(F)cc1	96.5	101.7	-2.8	3.0	-2.7	104.3	108.1	103.3
COC(=O)Cc1ccc(NC(=O)c2ccc(C(C)(C)C)cc2)cc1	96.2	96.0	17.0	0.0	-0.1	97.1	107.3	94.6
O=C(NNS(=O)(=O)c1ccccc1[N+](=O)[O-])c1cccc(Br)c1	92.1	86.4	17.6	1.0	3.0	92.4	85.2	82.8
COc1ccc([N+](=O)[O-])cc1NC(=O)CSCc1ccc(Br)cc1	95.2	90.2	6.8	0.0	0.9	91.5	94.7	88.9
Cc1c(C(=O)N(Cc2cccc(Br)c2)C2CCS(=O)(=O)C2)oc2ccccc12 (stereo not drawn)	100.1	92.3	-1.7	0.0	-2.4	103.4	89.0	93.8
Clc1ccc2c(NCc3ccccn3)ncnc2c1	82.9	82.0	-1.1	2.0	0.6	100.5	98.4	89.1
C/C(CC(=O)NCc1ccco1)=N\NC(=O)Cc1cccc2ccccc12	101.1	101.6	6.0	2.0	-9.0	102.0	99.3	95.4
Cc1ccc(SCCN2CCC(O)CCC2=O)cc1 (stereo not drawn)	94.0	88.7	-6.7	1.0	5.6	90.5	129.2	85.7
CCOc1ccc(S(=O)(=O)n2nnc3ccccc32)cc1C(C)C	100.3	95.0	14.4	3.0	-44.7	104.4	100.3	99.9
Cc1ccc(C2=NOC3(CC(=O)N(c4ccccc4)C3=O)C2)cc1 (stereo not drawn)	98.0	97.9	15.0	0.0	-3.0	94.2	99.6	94.0
CCc1noc(C)c1C(=O)OC(C)C(=O)Nc1cc([N+](=O)[O-])ccc1OC (stereo not drawn)	92.6	96.1	1.1	4.0	1.0	100.2	98.9	93.5
Cc1sc2ncnc(OCC(=O)N3CCN(S(=O)(=O)c4ccccc4)CC3)c2c1C	99.4	104.0	-4.9	0.0	5.4	99.0	94.3	100.4
NNC(=O)CCc1nc2ccccc2[nH]1	100.3	86.4	0.3	1.0	7.6	98.1	104.4	95.3

(further entries)
SMILES	RPL19A TOR yeast	AGP1 TOR yeast	VLA-4 inh	GRK2 inh	GASC-1 inh	MEP2-GFP yeast	LAP4 TOR yeast	CIT2 TOR yeast
CCCCNC(=O)c1ccccc1SCC(=O)NC1CCCCCCC1	97.4	99.9	8.1	61.0*	4.0	95.0	102.0	91.3
CC1=NN(C(=O)c2csc(C)c2C)C(O)(C(F)(F)F)C1 (stereo not drawn)	101.7	101.7	-0.3	0.0	3.9	104.6	94.2	102.6
Clc1ccc(/C=N/Nc2nc(Cl)nc3ccccc23)cc1	99.4	96.7	15.7	0.0	-5.2	100.3	105.3	88.6
Cc1cc(C)nc(Sc2ccc(C=O)cc2[N+](=O)[O-])n1	100.2	105.4	0.9	2.0	1.5	100.4	104.4	99.7
COc1ccc(CCN(C)c2ccc(C(N)=O)cc2[N+](=O)[O-])cc1OC	103.4	110.3	-10.4	0.0	-13.1	109.6	111.2	111.0

Two entries from above, with the structure last:
RPL19A TOR yeast | AGP1 TOR yeast | VLA-4 inh | GRK2 inh | GASC-1 inh | MEP2-GFP yeast | LAP4 TOR yeast | CIT2 TOR yeast | SMILES
103.4 | 110.3 | -10.4 | 0.0 | -13.1 | 109.6 | 111.2 | 111.0 | COc1ccc(CCN(C)c2ccc(C(N)=O)cc2[N+](=O)[O-])cc1OC
100.2 | 105.4 | 0.9 | 2.0 | 1.5 | 100.4 | 104.4 | 99.7 | Cc1cc(C)nc(Sc2ccc(C=O)cc2[N+](=O)[O-])n1

Compounds were not picked by outcome (roughly 1.7% active in at least one column).
